FBPA Giardia inh: qHTS Assay for Inhibitors of Fructose-1,6-bisphosphate Aldolase from Giardia Lamblia | purified Giardia FBPA | Potency, µM (doses to about 59.6 µM), for inactives: at the highest dose activity, negative = inhibition, usual class: inhibitors | 290,000 tested, 0.71% active; further: potency means the concentration at half of the fitted maximal effect; nearly all actives have a fitted effect of over 55% in size
Target sequence (A8B2U2 whole entry, looked up): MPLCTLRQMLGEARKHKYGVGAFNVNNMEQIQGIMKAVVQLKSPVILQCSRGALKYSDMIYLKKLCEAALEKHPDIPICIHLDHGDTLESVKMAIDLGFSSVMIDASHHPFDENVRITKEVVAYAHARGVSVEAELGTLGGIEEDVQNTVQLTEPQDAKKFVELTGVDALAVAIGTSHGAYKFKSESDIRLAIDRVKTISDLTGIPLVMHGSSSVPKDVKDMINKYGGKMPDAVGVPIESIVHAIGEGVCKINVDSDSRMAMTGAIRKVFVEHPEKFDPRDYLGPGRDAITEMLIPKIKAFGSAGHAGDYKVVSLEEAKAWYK
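40 nM FBPA preincubated 10 min at RT with compound (up to 57.5 uM final), then substrate plus GAPDH/TPI/NAD/arsenate coupling and diaphorase/resazurin added. Fluorescence read after 20 min at RT, 525/598 nm.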
HCMV antiviral: qHTS Assay for inhibitors of the human cytomegalovirus (HCMV); HFF cells, HCMV-luciferase reporter, 72 h; stronger effect = lower value; activity change, negative = inhibition, % at 57.5 µM; 410,000 tested, 4.5% active; in the data active means activity change below about -60%; inconclusive means no clear call, values can overlap the other calls; inactive means above about -39%
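HFF cells seeded 16 h at 37C, treated with compounds, infected with luciferase-reporter HCMV at MOI 1 PFU/cell; luciferase read at 72 h post infection, normalized to buffer-only and Salinomycin controls.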
Sm TGR block: qHTS Assay for the Inhibitors of Schistosoma Mansoni Peroxiredoxins. Schistosoma mansoni thioredoxin glutathione reductase (TGR), Q962Y6. purified TGR, DTNB reduction, TNB absorbance 405 nm. Potency, µM (top dose mostly 114 µM), for inactives: at the highest dose activity change, negative = inhibition, usual class: inhibitors. 360,000 tested, 3% active; further: potency means the concentration at half of the fitted maximal effect; nearly all actives have a fitted effect of over 60% in size
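Kinetic colorimetric format: TGR-catalysed, NADPH-driven DTNB reduction monitored via TNB absorbance. Enzyme dispensed at 20 nM; compound exposure 15 min at room temperature before reaction start.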
AmpC no deterg: qHTS Inhibitors of AmpC Beta-Lactamase (assay without detergent); AmpC nitrocefin hydrolysis, absorbance 480 nm, 0.0001% Triton; 330,000 tested, 0.52% active; Potency, µM (titrated, usually from 57.1 µM), for inactives: at the highest dose activity change, negative = inhibition, hits mostly inhibitors; P00811;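 further: potency means the concentration at half of the fitted maximal effect; plate controls were no compound for no effect and no enzyme for full effect; nearly all actives have a fitted effect of over 20% in size; some results filed as inactive show a strong effect at the top dose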
Target sequence (P00811 whole entry, looked up): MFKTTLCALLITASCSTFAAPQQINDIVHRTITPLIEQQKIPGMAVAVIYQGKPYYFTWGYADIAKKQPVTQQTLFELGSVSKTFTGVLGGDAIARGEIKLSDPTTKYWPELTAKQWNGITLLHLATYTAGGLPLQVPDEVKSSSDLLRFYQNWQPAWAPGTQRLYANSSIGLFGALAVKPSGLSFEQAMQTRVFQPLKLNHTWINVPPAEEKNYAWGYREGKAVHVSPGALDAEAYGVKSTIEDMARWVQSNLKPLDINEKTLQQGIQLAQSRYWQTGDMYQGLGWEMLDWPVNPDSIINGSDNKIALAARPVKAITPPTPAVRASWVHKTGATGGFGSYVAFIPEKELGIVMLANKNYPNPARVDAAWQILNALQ
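AmpC (5.3 nM in the dispensed reagent) in 20 mM phosphate pH 7.0 with 0.01% (detergent screen) or 0.0001% Triton X-100 was preincubated with compounds for 15 min at room temperature. Nitrocefin was then added from an 800 uM solution, and hydrolysis was followed at 480 nm.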
AMA1 RON2 block: qHTS for Inhibitors of AMA1-RON; Towards Development of Antimalarial Drug Lead: Primary Screen | Plasmodium falciparum AMA1 (3D7) - RON2 peptide interaction | AlphaScreen AMA1-biotinylated RON2 peptide binding | Potency, µM (highest dose often 58.2 µM), for inactives: at the top dose activity change, negative = inhibition, most hits filed as inhibitors | 360,000 tested, 0.2% active;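 further: potency means the concentration at half of the fitted maximal effect; 0% = vehicle wells and -100% = peptide control; nearly all actives have a fitted effect of over 45% in size; some results filed as inactive show a strong effect at the top dose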
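AMA1 (3D7) with his tag at 25 nM final met compounds first, then biotinylated RON2 peptide at 25 nM; detection used donor plus acceptor beads, 10 µg/mL apiece, read by AlphaScreen after 30 min at room temperature.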
AmpC inh detg: qHTS Inhibitors of AmpC Beta-Lactamase (assay with detergent); Potency, µM (highest dose often 114 µM), without a hit: at the top dose activity change, negative = inhibition, actives largely listed as inhibitors; AmpC hydrolysis of nitrocefin, absorbance 480 nm, 0.01% Triton; 370,000 tested, 0.041% active;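 further: potency means the concentration at half of the fitted maximal effect; 0% = no-compound wells and -100% = no-enzyme wells; nearly all actives have a fitted effect of over 25% in size; some results filed as inactive show a strong effect at the top dose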
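AmpC (5.3 nM in the dispensed reagent) in 20 mM phosphate pH 7.0 with 0.01% (detergent screen) or 0.0001% Triton X-100 was preincubated with compounds for 15 min at room temperature. Nitrocefin was then added from an 800 uM solution, and hydrolysis was followed at 480 nm.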
* hit, by the source's call; ? = inconclusive; nt = no result given; [ ] = remark or other dose. Unless noted, the call rests on the fitted dose curve; in most records, active means well fitted curve in the direction sought with a large enough effect; inconclusive means small, poorly fitted or top-dose-only effect, or another doubt; inactive means no such curve, though single readings can be large; an effect the other way counts as inactive or inconclusive. Unless noted, on the % scale 0 is the no-effect control and ±100 the full control effect.

smiles,FBPA Giardia inh,HCMV antiviral,Sm TGR block,AmpC no deterg,AMA1 RON2 block,AmpC inh detg
CCc1c(C(=O)NCc2cnn(C)c2)csc1C,-11%,-9,-9%,-9%,-5%,-5%
CSCCC(NC(=O)C1CCC(C)CC1)C(=O)NCCN1CCC(C)CC1 (stereo not drawn),2%,-36,8%,2%,5%,?
CCOC(=O)c1c(NC(=O)Cc2coc3cc(C)ccc23)sc2c1CCCC2,nt,5,1%,nt,nt,-7%
Cc1ccccc1N=C(NO)c1cccnc1,-6%,-19,1%,-11%,10%,-10%
Cc1ccc(O)c(-c2cc(C(=O)NCc3ccccc3)[nH]n2)c1,-4%,2,14%,-13%,73%[activator],-17%
Cc1cc(C)c(S(=O)(=O)c2ccccc2)c(Cl)n1,-7%,-21,1%,-11%,-4%,-8%
COc1ccc(NS(=O)(=O)c2cc(NC(=O)C3CCCCC3)ccc2N2CCOCC2)cc1,1%,?,-13%,85%[activator],-5%,-4%
CC(OC(=O)/C=C/c1cccc(C(F)(F)F)c1)C(=O)NC1CCCCC1C (stereo not drawn),nt,4,1%,-18%,-6%,-14%
O=C1C2CC=C(Cl)CC2C(=O)N1CCN1CCOCC1 (stereo not drawn),-7%,6,-1%,-13%,8%,?
Cc1cccc(NC(=O)C2CCCN(S(=O)(=O)c3cccc4nsnc34)C2)c1 (stereo not drawn),-3%,-30,-3%,-34%,0%,-3%
O=C(c1cc(-c2ccc(Br)cc2)n[nH]1)N1CCN(S(=O)(=O)c2ccc(Br)cc2)CC1,nt,?,-2%,nt,nt,14%
CN(C)c1ccc(CNc2nc(-c3ccccc3)nn2S(C)(=O)=O)cc1,-12%,45,1%,16%,?,-1%
Cc1ccc(CNS(=O)(=O)c2ccc3c(c2)CCN3C(=O)CCCC(=O)O)cc1,13%,?,7%,-22%,-4%,-1%
C(=C\c1ccccc1)/C=N/Nc1nc2ccccc2[nH]1,8%,-18,-7%,-25%,43%[activator],0%
Fc1cccc(Nc2nc3ccccc3n3nnnc23)c1,2%,168,3%,-30%,56%[activator],?
COc1ccc(C(=O)NCCS(=O)(=O)NCc2ccco2)cc1,nt,8,45µM*,-7%,-5%,?
CC1=NN(c2ccc(Br)cc2)C(=O)/C1=C/c1cccs1,nt,43,7%,-27%,?,2%
CCC(C)NC(=S)N1CCN(Cc2ccccc2)CC1 (stereo not drawn),6%,4,1%,-6%,-26%,-5%
COc1ccc(/C=C2/C(=O)N=C(N)N2C)cc1OC,-8%,-7,7%,3%,25%,1%
Clc1ncccc1-c1nnn(-c2ccccc2Br)n1,-1%,44,-2%,-23%,12%,4%
O=C(NC1CCCCC1)c1cc(S(=O)(=O)N2CCN(c3ccccc3)CC2)ccc1Cl,nt,?,nt,-5%,-4%,nt
CCOc1ccc(CN(C)C(=O)c2ccc3c(c2)NC(=O)C(C)S3)cc1OC (stereo not drawn),nt,-18,5%,66%[activator],-4%,-1%
CNC(=O)c1cc(C(=O)c2ccccc2C(F)(F)F)c[nH]1,-6%,-25,1%,-9%,-4%,-7%
CN1C(=O)/C(=C/c2ccccc2OCc2ccccc2)NC1=S,0%,?,2%,-48%,7%,4%
CCN1CCN(c2c(Cl)cccc2NC(=O)c2ccc3c(c2)OCCO3)CC1,0%,1,1%,2%,-7%,0%
COc1cc(C2NC(=S)NC(C)=C2C(=O)Nc2ccc(C)cc2)ccc1O (stereo not drawn),-5%,-24,4%,-22%,-1%,-8%
CCOC(=O)N/N=C(\C)c1cccs1,0%,13,-1%,-10%,16%,8%
COC(=O)C1=C(C)N(Cc2ccccc2)C(=NCCc2ccccn2)N[C@H]1c1cccc(C(F)(F)F)c1,-8%,0,-22%,125%[activator],0%,?
CCOC(=O)NC(=O)CSc1nnc(SCCC(=O)O)s1,-2%,-11,-8%,-13%,-5%,?
COc1ccc(-c2cc(=Nc3cccc(C(=O)O)c3)c3cc(C)ccc3o2)cc1,5%,1,0%,-1%,-9%,-4%
CN(C)CCNC(=O)c1ccccc1-c1cc2ccccc2c(=O)o1,0%,21,-12%,-10%,-10%,1%
CSCCC(NC(N)=O)C(=O)Nc1ccc2ccccc2c1 (stereo not drawn),-1%,19,7%,-14%,7%,-1%
Cc1ccccc1C(=O)N1CCC(C(=O)OCC(=O)Nc2cccc([N+](=O)[O-])c2C)CC1,nt,-12,-3%,44%,5%,-10%
O=C(O)C1(c2ccccc2)CCN(S(=O)(=O)c2ccc(Cl)cc2)CC1,14%,-19,0%,-24%,5%,-12%
O=C(COc1ccccc1)Nc1cccc(-c2nn[nH]n2)c1,nt,7,0%,-25%,-5%,4%
O=C(NNC(=O)c1oc2ccccc2c1-n1cccc1)c1ccco1,-4%,-8,1%,-29%,61%[activator],6%
CCOC(=O)CSc1nc(N)c(C#N)c(-c2ccc(OC)cc2)c1C#N,-2%,-16,0%,-25%,11%,?
O=C(O)CCCN1C(=O)/C(=C\c2ccc(-c3nc4ccccc4s3)o2)SC1=S,?,?,35µM*,70%[activator],-12%,-9%
CCCS(=O)(=O)N1CCC(C(=O)N2CCC3(CC2)OCCO3)CC1,17%,52,18%,1%,2%,0%
Cn1cc(/C=C/c2nc3ccccc3c(=O)n2-c2cccc([N+](=O)[O-])c2)c2ccccc21,7%,-23,-10%,-48%,-9%,?
COc1ccc(/C=C/c2ccc3c(Br)ccc(O)c3n2)cc1,-7%,?,-8%,-31%,77%[activator],3%
O=C(Nc1ccc2oc(-c3ccc(Br)cc3)nc2c1)c1cc2ccccc2o1,nt,68,1%,nt,nt,15%
COc1ccc(S(=O)(=O)NCCCN2CCCC2=O)c(OC)c1,nt,63,0%,1%,6%,3%
O=C(Cn1c(-c2ccco2)nc2ccccc21)N1CCCCC1,-2%,17,?,15%,-3%,6%
Cn1c2c(c(=O)n(C)c1=O)C(C(F)(F)F)(C(F)(F)F)N=C(C1CCCCC1)N2,8%,?,0%,-3%,-1%,?
COc1ccc(N2CCN(C(=O)CSc3nc4nc(C)cc(C)n4n3)CC2)cc1,nt,-29,-1%,5%,1%[11.6 µM],?
C=CCNC(=S)N1CCc2[nH]c3ccccc3c2C1,-21%,-10,3%,-27%,-13%,-2%
COc1cccc2sc(N(CCCN(C)C)C(=O)c3ccc(S(=O)(=O)N4CCc5ccccc5C4)cc3)nc12,-23%,?,-12%,185%[activator],-1%,7%

4 compounds drawn at random from the list so far, as already listed:
smiles,FBPA Giardia inh,HCMV antiviral,Sm TGR block,AmpC no deterg,AMA1 RON2 block,AmpC inh detg
Cn1c2c(c(=O)n(C)c1=O)C(C(F)(F)F)(C(F)(F)F)N=C(C1CCCCC1)N2,8%,?,0%,-3%,-1%,?
CC(OC(=O)/C=C/c1cccc(C(F)(F)F)c1)C(=O)NC1CCCCC1C (stereo not drawn),nt,4,1%,-18%,-6%,-14%
CSCCC(NC(N)=O)C(=O)Nc1ccc2ccccc2c1 (stereo not drawn),-1%,19,7%,-14%,7%,-1%
CN(C)c1ccc(CNc2nc(-c3ccccc3)nn2S(C)(=O)=O)cc1,-12%,45,1%,16%,?,-1%

(cont.)
smiles,FBPA Giardia inh,HCMV antiviral,Sm TGR block,AmpC no deterg,AMA1 RON2 block,AmpC inh detg
CCCc1nn2c(=O)cc(COC(=O)c3cccc(NC(=O)COc4ccc(F)cc4)c3)nc2s1,nt,-4,-4%,nt,nt,20%
Cc1ccc(CN2C(=O)SC(Nc3ccccc3)C2=O)cc1 (stereo not drawn),nt,5,-1%,nt,nt,9%
CSc1ccc(-c2ccco2)nn1,?,-12,10µM*,-19%,-7%,5%
CC1CCCN(S(=O)(=O)c2ccc(C(=O)Nc3nnc(C4CC4)o3)cc2)C1 (stereo not drawn),?,?,5%,-25%,52%[activator],0%
O=C(NCc1ccccc1)NC(=O)c1ccncc1,8%,14,14%,-13%,-5%,?
O=C(CCC(=O)Nc1ccccc1)N/N=C/c1ccccc1F,-24%,-23,4%,-21%,-3%,3%
O=C1c2ccccc2C(=O)N1c1n[nH]c(CCc2ccccc2)n1,3%,16,8%,-11%,5%,-14%
Cc1ccc(-n2nc3c(N4CCC(C(=O)N5CCN(C)CC5)CC4)nnc(C)c3c2C)cc1,-14%,?,-1%,63%[activator],0%,2%
O=c1[nH]ncc(N/N=C\c2ccc(O)cc2O)c1Cl,-5%,373,-5%,-29%,-11%,-16%
CCc1ccc(Nc2nnc(SCC(=O)c3c(N)n(C4CC4)c(=O)[nH]c3=O)s2)cc1,nt,0,-7%,-16%,1%,?
COc1ccc(CCNC(=O)Cn2c(=O)[nH]c3ccsc3c2=O)cc1OC,0%,-10,2%,-13%,2%,?
Cn1cc(C(=O)C(=O)NCCc2ccccc2)c2ccccc21,13%,-7,12%,-13%,-1%,3%
COc1ccccc1S(=O)(=O)Cc1ccc(C(=O)NCc2cccs2)o1,-3%,1,?,-15%,-4%,5%
O=C(c1oc(=O)c2ccccc2c1-c1ccccc1)N1CCC(O)CC1,10%,29,11%,5%,0%,1%
Cc1ccc(NS(=O)(=O)c2coc(C(N)=O)c2)cc1F,-11%,11,-2%,-22%,2%,-4%
Cc1ccc(S(=O)(=O)N(CC(=O)NCc2ccco2)C2CCCCC2)cc1,-7%,64,45µM*,-16%,?,-9%
O=C(OCC(=O)N1CCN(C(=O)c2ccco2)CC1)c1c(Cl)cccc1Cl,nt,-38,nt,0%,-1%,nt
CCc1ccc(C2c3c(-c4ccccc4)n[nH]c3C(=O)N2c2ccc(C(=O)O)cc2)cc1 (stereo not drawn),nt,10,-1%,nt,nt,-3%
O=C(Nc1cc(F)c(Br)cc1F)c1ccc(Cl)cc1,-9%,81,-5%,-26%,3%,6%
COc1cc(C)c(C(C)C)cc1S(=O)(=O)N1CCN(C)CC1,9%,-19,3%,45%,-3%,?

Source: PubChem BioAssay (National Center for Advancing Translational Sciences (NCATS))
